# HP1b chromo inh: HP1-beta chromodomain-methylated histone interaction inhibition | Potency, µM (series often up to 114 µM), for inactives: at the top dose activity change, negative = inhibition, actives largely listed as inhibitors | 390,000 compounds, 0.56% hits | AlphaScreen HP1-beta / biotin-H3K9me3 peptide binding; further: potency means the concentration at half of the fitted maximal effect; nearly all actives have a fitted effect of over 70% in size; inactives centre near 23
# Target sequence (P83916 whole entry, looked up): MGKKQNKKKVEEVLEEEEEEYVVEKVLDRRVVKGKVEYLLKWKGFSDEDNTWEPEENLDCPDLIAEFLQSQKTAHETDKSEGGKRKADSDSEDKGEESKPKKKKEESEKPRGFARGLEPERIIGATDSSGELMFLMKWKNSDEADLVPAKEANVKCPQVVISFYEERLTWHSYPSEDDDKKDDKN
#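 Compound inhibition of the preformed complex between 50 nM HP1-beta and 50 nM biotinylated H3K9me3 peptide was read by AlphaScreen. Buffer was PBS pH 7.4 with 0.01% Tween-20. Incubations ran 30 min at room temperature, with 10 ug/mL donor/acceptor beads.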
# JMJD2A Tudor: blocks the human JMJD2A Tudor domain. O75164. AlphaScreen JMJD2A-Tudor / H3K4me3 peptide binding. 390,000 compounds, 4.4% hits. AID 504339. Potency, µM (doses to about 114 µM), for inactives: at the top dose activity change, negative = inhibition, usual class: inhibitors; further: potency means the concentration at half of the fitted maximal effect; on the % scale 0 is the no-effect control and ±100 the full control effect; nearly all actives have a fitted effect of over 50% in size
# G9a block: blocks human histone lysine methyltransferase G9a; G9a H3K9 monomethylation, AlphaScreen, 2 h; 350,000 compounds, 8.8% hits; Q96KQ7; Potency, µM (titrated, usually from 102 µM), for inactives: top-dose activity, negative = inhibition, most hits filed as inhibitors; further: potency means the concentration at half of the fitted maximal effect; on the % scale 0 is the no-effect control and ±100 the full control effect; nearly all actives have a fitted effect of over 75% in size
#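 Compounds were preincubated with 20 nM G9a for 15 min, after which biotinylated H3K9 peptide (500 nM) and SAM (20 uM) started a 2 h room-temperature reaction. Monomethylated product was quantified by antibody-based AlphaScreen chemiluminescence.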
# BAZ2B inh: blocks human BAZ2B. Potency, µM (top dose mostly 114 µM), without a hit: at the top dose activity change, negative = inhibition, hits mostly inhibitors. 360,000 compounds, 4.4% hits. AlphaScreen BAZ2B-H3K14Ac peptide displacement; further: potency means the concentration at half of the fitted maximal effect; on the % scale 0 is the no-effect control and ±100 the full control effect; nearly all actives have a fitted effect of over 60% in size
#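 Protein-peptide AlphaScreen: BAZ2B 50 nM, b-H3K14Ac 50 nM, 1x PBS pH 7.4 + 0.01% Tween-20. Preincubation 30 min RT; cpd 30 min RT (top 110 uM); beads 20 min RT, light-protected.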
# RGS4 inh: inhibitors of human regulator of G protein signaling 4; P49798; Transcreener GDP fluorescence polarization, RGS4-accelerated GTP hydrolysis; Potency, µM (doses to about 114 µM), for the others: at the top dose activity change, negative = inhibition, most hits filed as inhibitors; 390,000 compounds, 0.039% hits; AID 504845; further: potency means the concentration at half of the fitted maximal effect; on the % scale 0 is the no-effect control and ±100 the full control effect; nearly all actives have a fitted effect of over 75% in size; some results filed as inactive show a strong effect at the top dose
# Target sequence (P49798 whole entry, looked up): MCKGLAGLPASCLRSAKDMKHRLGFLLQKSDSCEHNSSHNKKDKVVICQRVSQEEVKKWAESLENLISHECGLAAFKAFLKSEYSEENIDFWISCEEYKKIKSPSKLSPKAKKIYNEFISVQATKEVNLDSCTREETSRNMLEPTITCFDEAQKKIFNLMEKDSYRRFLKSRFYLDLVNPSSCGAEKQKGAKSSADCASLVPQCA
#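 MLSMR compounds (23 nl, pin-transferred) preincubated 10 min at room temperature with a 500nM (2x) first reagent, then RGS4 at 900nM (2x) plus Transcreener GDP mix added; fluorescence polarization (620/688 nm) read before and after 90 min at 30 °C.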
# PI4K2A block: blocks human PI4K2A kinase activity; 420,000 compounds, 0.13% hits; activity change, negative = inhibition, % at 76.9 µM; purified PI4K2A, ADP-Glo luminescence, 1 h; active compounds read low; in the data active means activity change below about -50%; inconclusive means mostly about -30% to -49%;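 further: -100% = wells without enzyme as full effect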
#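 PI4K2A activity was measured by ADP-Glo luminescence: enzyme (4 ug/mL stock) and phosphatidylinositol (1.2 mM stock) in Tris pH 7.5/MgCl2/EGTA/Triton X-100 buffer were reacted with ATP (300 microM stock) for one hour at ambient temperature.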
# 12-LOX inh: inhibitors of human 12S-lipoxygenase ALOX12 | Potency, µM (titrated, usually from 108 µM), for inactives: top-dose activity change, negative = inhibition, usual class: inhibitors | AID 1671190 | 580,000 compounds, 1.1% hits | purified 12hLO, xylenol orange hydroperoxide absorbance | P18054; further: potency means the concentration at half of the fitted maximal effect; on the % scale 0 is the no-effect control and ±100 the full control effect
#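 Purified human 12hLO (150 nM final) in 25 mM Hepes, 0.01% Triton X-100, pH 7.0 was preincubated 15 min at room temperature with compound. Then 40 uM arachidonic acid was added, 30 min. Hydroperoxide was read by Fe-XO absorbance ratio 573/405 nm.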
# ERG Ets-DNA blk: inhibitors of human ERG Ets domain-DNA interaction. fluorescence polarization, His-ERG Ets domain / labelled DNA. AID 624246. Potency, µM (doses to about 76.9 µM), for the others: at the top dose FP activity, negative = inhibition, usual class: inhibitors. 370,000 compounds, 0.028% hits. P11308; active means well fitted inhibition curve with a large enough effect in the polarisation, with a control signal flat; inconclusive means small, poorly fitted or top-dose-only effect, or effect the other way, or a change in a side signal; inactive means no such curve, though single readings can be large or run the other way; the % refers to the polarisation;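 further: polarization taken with two DNA probes labelled with fluorescein and Texas red; potency means the concentration at half of the fitted maximal effect; % of control where 0% means no effect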
# Target sequence (P11308 whole entry, looked up, the tested form may be a part): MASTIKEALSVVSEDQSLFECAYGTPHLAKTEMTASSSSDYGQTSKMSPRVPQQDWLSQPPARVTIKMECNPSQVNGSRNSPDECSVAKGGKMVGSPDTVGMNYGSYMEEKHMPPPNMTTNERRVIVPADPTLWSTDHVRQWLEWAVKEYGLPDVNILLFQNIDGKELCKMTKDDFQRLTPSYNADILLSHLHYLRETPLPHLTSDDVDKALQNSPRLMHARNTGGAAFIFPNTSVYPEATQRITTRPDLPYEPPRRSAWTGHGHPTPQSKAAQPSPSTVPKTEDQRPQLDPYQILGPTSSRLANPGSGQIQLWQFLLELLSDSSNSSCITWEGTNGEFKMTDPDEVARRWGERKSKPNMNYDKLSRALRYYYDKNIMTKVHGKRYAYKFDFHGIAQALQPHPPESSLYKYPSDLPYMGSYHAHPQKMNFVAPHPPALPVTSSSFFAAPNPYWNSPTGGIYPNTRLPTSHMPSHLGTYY
#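 His-tagged ERG Ets domain (1 uM in the protein solution; 300mM KCl, 50mM Tris-HCl, 1mM EDTA, 1mM DTT, pH 7.5) received compound, then a probe mix of 5 nM fluorescein-DNA and 100nM Texas-615-DNA. Fluorescence polarization was read for both dyes.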
# GLS inhibitor: blocks human kidney-isoform glutaminase activity; Potency, µM (series often up to 45.5 µM), inactives show at the top dose activity change, negative = inhibition, most hits filed as inhibitors; 410,000 compounds, 0.21% hits; AID 624170; GLS enzymatic activity, qHTS titration; O94925; further: potency means the concentration at half of the fitted maximal effect; on the % scale 0 is the no-effect control and ±100 the full control effect
#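 Coupled fluorescence readout: glutamate oxidase/HRP/Amplex Red detect glutamate formed by hKGA from L-glutamine (1 mM solution added). Buffer 45 mM KH2PO4 pH 8.2, 0.02% Tween-20; reads at t0 and 30 min RT.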
# The depositor's hits bear a star; i = inactive; ? = inconclusive; / = no result given; & = joins results of further samples; [ ] = another dose, or the depositor's remark. Unless noted, the call rests on the fitted dose curve; in most records, active means well fitted curve in the direction sought with a large enough effect; inconclusive means small, poorly fitted or top-dose-only effect, or another doubt; inactive means no such curve, though single readings can be large; an effect the other way counts as inactive or inconclusive.
SMILES,HP1b chromo inh,JMJD2A Tudor,G9a block,BAZ2B inh,RGS4 inh,PI4K2A block,12-LOX inh,ERG Ets-DNA blk,GLS inhibitor
COc1ccc(C(=O)Nc2ncc3c(n2)CC(C)CC3=O)cc1 (stereo unspecified),30%,-6%,-7%,-1%,9%,-1,-9%,-8%,2%
O=C(N/N=C/c1cccc(Oc2ccccc2)c1)c1ccc(O)cc1O,42%[activator],-25%,19%,-25%,5%,-13,0%,-3%,19%
CCOc1ccc(CCNC(=O)COC(=O)C2=NNC(=O)CC2)cc1OCC,12%,1%,-36%,9%,23%,1,-1%,-5%,17%
CC(C)(C)OC(=O)N1CCC(c2c(C(=O)N3CCN(C(=O)c4ccco4)CC3)cnn2-c2ccc(F)cc2)CC1,28%,-11%,2%,-5%[57.1 µM],9%,-1,-21%,-1%,6%
O=C(NNC(=O)c1ccc(Cl)c(Cl)c1)c1ccncc1,38%,5%,/,/,-1%,-12,i,2%,2%
CC(CCc1ccccc1)NC(=O)C1CCN(S(=O)(=O)N2CCOCC2)CC1 (stereo unspecified),11%,-8%,-23%,4%,12%,6,1%,-12%,7%
CCOC(=O)C1=C(C)N(C)C(C)=C(C(=O)OCC)C1c1ccccc1,37%,-1%,19%[59 µM],5%,25%,-4,0%,-9%,0%
Cc1cc(SCC(=O)N/N=C/c2ccc(O)c(O)c2O)c(C)cc1Br,?,50µM*,?,-26%,?,-2,?,-29%,-10%
CCN(CC)S(=O)(=O)c1ccc(NC(=O)COC(=O)c2ccc(NC(=O)CC#N)cc2)cc1,22%,-14%,-23%,-12%,14%,6,15%,6%,-1%
CSc1nnc(-c2cc[n+](C)cc2)n1CCO,7%,89µM*,7.9µM*,6%,-9%,2,?,2%,4%
Cc1ccc(NC(=O)C(NCc2ccccn2)c2ccccc2)cc1 (stereo unspecified),23%,-19%,66%[activator][59 µM],-18%,18%,-2,13%,-2%,6%
COc1ccc(S(=O)(=O)N2CCCCC2)cc1NC(=O)c1ccc(OC)c(OC)c1,25%,-13%,?,-9%,-15%,0,-3%,11%,0%
CCOc1ccccc1NC(=O)CN1CCC(C(=O)c2ccc(F)cc2)CC1,24%,3%,7%,-9%,-16%,0,-11%,-1%,0%
O=C(NNC(=O)c1ccccc1O)c1ccc(-c2ccc([N+](=O)[O-])cc2)o1,13%,-28%,76%[activator][2.33 µM],-4%,-31%,-2,-22%,7%,16%
COC(=O)CSc1nc(N)nc(C)c1Cl,31%,6%,/,-9%,-7%,3,-22%,-2%,-13%
COC(C[C@@H](O)C[C@@H](O)[C@@H](C)OCc1ccccc1)OC,47%[activator],-6%,/,/,-12%,-4,-5%,8%,1%
CC(C)c1ccc(NC(=O)CCNC(=O)Cn2cnc3ccccc3c2=O)cc1,28%,-4%,-21%,-23%,-17%,-6,9%,-5%,-6%
COc1ccc(C(=O)NNC(=O)CSc2nnc(COc3ccccc3)n2C)cc1,31%[activator],-17%,20%[59 µM],-5%,29%,-8,-16%,6%,28%
S=C(Nc1cccnc1)NC1CC2CCC1C2 (stereo unspecified),49%[activator],-6%,/,71µM*,-7%,0,-10%,6%,5%
CCOc1ccccc1NC(=O)COC(=O)/C=C/c1cccs1,48%[activator],26%,/,/,19%,8,-31%,14%,5%
COc1cccc2cc(-c3nnc(SCC(=O)Nc4ccc(NC(C)=O)cc4)n3C)oc12,15%,-9%,18%,-10%,?,0,?,-8%,-12%
CC(=O)c1sc(N)nc1C,22%,?,-3%[2.33 µM],-13%,7%,1&-1,?,6%,-3%&3%
O=C(CCn1nnc2ccccc21)OCC(=O)c1ccc(F)cc1,-12%,10%,26%,-1%,3%,0,7%,22%,-3%
CCCn1c(SCC(=O)Nc2ccccc2N2CCOCC2)nc2c1c(=O)n(C)c(=O)n2C,18%,5%,-29%[59 µM],7%,27%,1,-17%,0%,-11%
CCCC(=O)Nc1c2c(nn1-c1ccc(OC)cc1)CS(=O)(=O)C2,1%,-20%,-7%,-3%,0%,-5,10%,1%,-14%
O=C(Cn1ncc2ccsc2c1=O)N1CCN(c2ccc(F)cc2)CC1,25%,-20%,-17%[59 µM],-11%,26%,-4,-12%,-6%,3%
Cc1ccc(-n2nc3c(=O)n(CC(=O)c4ccc(F)cc4)nc(C)c3c2C)cc1,6%,-1%,13%,4%,15%,3,2%,-7%,7%
O=C(CSCc1ccc(F)cc1)Nc1nc2c(s1)CCCC2,-17%,?,?,-38%,21%,-3,41%,-6%,5%
COc1cc(C(=O)Nc2cccnc2)cc(OC)c1OC,59%[activator],-24%,?,-28%,4%,-2,-23%,9%,-8%
CC(C)N=C(NC#N)SCc1ccccc1,41%,19%,?,0%[57.1 µM],-24%,10,?,-3%,-4%
COc1ccc(OC)c(S(=O)(=O)N2CCC3(CC2)CC(=O)c2ccccc2O3)c1,27%,-19%,11%[0.501 µM],4%,-11%,1,7%,18%,-4%
COc1ccc(S(=O)(=O)N2CCOCC2)cc1NC(=O)C1CCCCN1S(=O)(=O)c1ccccc1 (stereo unspecified),17%,-19%,/,/,14%,-21,233%[activator],-6%,2%
CCn1c(SCc2ccccc2)nnc1C1CCN(S(=O)(=O)c2ccc(OC)cc2)CC1,21%,-6%,/,-26%,-1%,-5,16%,-6%,7%
COc1ccc(CCNC(=O)Cc2cc(OC)c(OC)cc2Br)cc1OC,46%[activator],-10%,-1%,-16%,9%,1,-1%,0%,0%
Cc1ccc(Nc2nnc(SCC(=O)Nc3cccc(S(=O)(=O)NC4=NCCCCC4)c3)s2)c(C)c1,5%,-26%,40µM*,-25%,-37%,3,2%,/,1%
COc1ccc(C(=O)/C=C/c2ccc(OC)c(CN3CCOCC3)c2)cc1,-36%,?,?,?,-12%,1,-11%,14%,9%
Cc1cc(C)cc(NC(=O)c2cc(S(=O)(=O)N3CCC(C)CC3)cn2C)c1,18%[57 µM],-20%,35%[59 µM],7%,18%,2,-26%,-13%,11%
C=CCNC(=O)c1c(CSc2ccc(Cl)cc2)noc1C(=O)NCc1ccccc1,61%[activator],0%,/,/,17%,-4,2%,-10%,1%
COC(=O)c1c(N2C(=O)[C@H]3[C@@H](C2=O)[C@]2(C(=O)Nc4c2ccc(C)c4C)N2CCC[C@@H]32)sc(C)c1C,-24%,?,?,?,-6%,2,-22%,3%,2%
CC(C)(C)OC(=O)C[C@@H]1C/C=C\C[C@@H](CC(=O)N(CCO)Cc2ccccc2)C(=O)NC[C@@H](c2ccccc2)OC1=O,18%,-13%,/,/,17%,2,16%,9%,1%
NC(=O)CC(NC(=O)c1cccc(Br)c1)c1ccc(NC2CCCCCCCCCCC2)c([N+](=O)[O-])c1 (stereo unspecified),20%,-10%,71µM*,-34%,-12%,-2,1%,-10%,-2%
CCOc1ccc(-c2nnn(CCC(=O)O)n2)cc1OC,36%,11%,0%[12.7 µM],6%,-5%,-3,-23%,0%,-3%
COc1ccccc1Nc1nn2c(=O)c3ccc(C(=O)NC4CCC(C)CC4)cc3nc2s1 (stereo unspecified),42%[activator],-7%,3%[59 µM],-3%,-18%,2,-19%,-4%,-13%
CN(C(=O)CSc1nc(-c2ccc(F)cc2)cs1)C1CCS(=O)(=O)C1 (stereo unspecified),34%,-6%,17%[2.33 µM],12%,11%,-2,2%,/,10%
Cc1ccc(Nc2nc3c(s2)CCC3)c(C)c1,13%,-27%[57.1 µM],?,-29%,-2%[56.9 µM],-7,-27%,3%,8%
CCCc1ccc(S(=O)(=O)NCc2nnc(SC)n2C)cc1,-4%,-4%,13%,5%,26%,2,0%,-15%,-1%
COc1ccccc1NC(=O)c1c(NCc2ccc(OC)c(OC)c2OC)sc2c1CCC2,11%,-31%,?,-6%,-11%,2,-13%,7%,3%
COc1ccc(C(=O)NN2C(=O)C3CCC(C)(C2=O)C3(C)C)cc1 (stereo unspecified),4%,1%,12%[0.0925 µM],1%,32%,-13,-10%,3%,-5%
Cc1ccc2[nH]c(=O)c(CN(CCO)Cc3nnnn3CCc3ccccc3)cc2c1,40%[activator],-17%,?,1%,?,0,?,2%,-8%
Cc1cc(C)c2c(-n3cccc3)nn(C)c2n1,18%,-20%,-36%[59 µM],-9%,-48%,4,12%,-16%,-1%
COc1ccccc1CNC(=O)CCN1C(=O)c2ccccc2C1=O,17%,3%,15%,4%,-12%,-1,32%,-10%,-4%
Cc1csc(SCc2ccccc2C(=O)O)n1,70%[activator],-31%,-2%[59 µM],-27%,-9%,2,0%,-4%,-7%
O=C1Nc2ccccc2C(O)(C(=O)NC2CC2)N1c1ccc(Cl)c(Cl)c1 (stereo unspecified),30%,-9%,7%[12.7 µM],-15%,10%,-1,?,-1%,-4%

# Looked up by compound from above (2):
SMILES,HP1b chromo inh,JMJD2A Tudor,G9a block,BAZ2B inh,RGS4 inh,PI4K2A block,12-LOX inh,ERG Ets-DNA blk,GLS inhibitor
Cc1csc(SCc2ccccc2C(=O)O)n1,70%[activator],-31%,-2%[59 µM],-27%,-9%,2,0%,-4%,-7%
COc1ccccc1CNC(=O)CCN1C(=O)c2ccccc2C1=O,17%,3%,15%,4%,-12%,-1,32%,-10%,-4%

# A portion of the library. The share of hits here may be higher or lower than overall.
